# Compound activity (PubChem BioAssay)
# PhoP GFP inhibition = Inhibition of PhoP regulon, Salmonella typhi GFP reporter cells, confirmation, 4 h (AID 1850); inhibition, % at 50 µM, or IC50 in µM where a hit was titrated; hit rate 0.33% among 310,000; Salmonella Typhi PhoP-promoter GFP reporter, fluorescence, 4 h; higher % means a stronger effect; in the data active = a potency from the dose series; inconclusive = inhibition mostly from about 25% at the one dose, without a potency; inactive = the rest, 99 in 100 with inhibition below about 19%;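 also: 0% = induced wells with vehicle and 100% = uninduced wells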
# H37Rv inhibition = M. tuberculosis growth inhibition, HTS (AID 449762); M. tuberculosis H37Rv growth inhibition, 7H9 media; higher % means a stronger effect; one-dose inhibition, % at 25 µM; IC50 in µM for titrated hits; hit rate 0.59% among 330,000; in the data active = a potency from the dose series; inconclusive = inhibition above about 70% without an active follow-up result;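 also: bacterial growth assessed after seven days of incubation; strong numbers were not always called active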
# VEEV TC-83 Vero = inhibitors of VEEV TC-83 cytopathic effect, confirmation, Vero cells (AID 588727). Vero cells, VEEV TC-83 cytopathic effect inhibition; higher % means a stronger effect. one-dose inhibition, % at 20 µM; IC50 in µM for titrated hits. hit rate 0.13% among 350,000; in the data active = a potency from the dose series; inconclusive = inhibition mostly from about 14% at the one dose, without a potency; inactive = the rest, 99 in 100 with inhibition below about 12%; also: strong numbers were not always called active
# tuberculosis growth = growth inhibition of non-replicating M. tuberculosis (AID 488890); inhibition, % at 25 µM; hits with a dose series show IC50 in µM; Mycobacterium tuberculosis non-replicating, growth inhibition; higher % means a stronger effect; hit rate 0.39% among 320,000; in the data active = a potency from the dose series; inconclusive = inhibition mostly from about 82% at the one dose, without a potency; inactive = the rest, 99 in 100 with inhibition below about 76%;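 also: plate controls were DMSO cells for no effect and high antibiotic wells for full effect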
# H1N1 NS1A inhibition = NS1A inhibition, H1N1 influenza, cell based functional assay (AID 504329); NS1A functional cell-based assay, percent inhibition; higher % means a stronger effect; inhibition, % at 12.5 µM; hits with a dose series show IC50 in µM; hit rate 0.3% among 340,000; in the data active = a potency from the dose series; inconclusive = inhibition above about 27% without an active follow-up result; also: strong numbers were not always called active
# VEEV TC-83 Vero 10K pilot screen = recorded beside VEEV TC-83 Vero, whose call it bears; inhibition, %; measured here: 10K pilot screen inhibition
# An asterisk follows results filed as active; i = inactive; ? = inconclusive; nt = not tested or not shown. The order is random. About 1.5% of those tested had a hit in this group.
SMILES,PhoP GFP inhibition,H37Rv inhibition,VEEV TC-83 Vero,tuberculosis growth,H1N1 NS1A inhibition,others
CC(=O)c1ccc(Nc2cc(C)nc3ccc(C)cc23)cc1,-16%,24%,14%,56%,-4%,
O=C(NCc1ccccc1)/C(=C/c1cccc([N+](=O)[O-])c1)NC(=O)c1ccco1,-4%,-3%,1.9%,-8%,6%,
CC(NC(=O)COc1ccccc1Cl)c1ccccc1 (stereo not given),5%,6%,0.4%,43%,16%,
C#CCn1cc[n+](CC(=O)N(C)C)c1,12%,-6%,0.5%,-15%,7%,
CC1CCCCC1N(C)C1CCN(C(=O)CNC(=O)/C=C/c2cccc(Cl)c2)CC1 (stereo not given),-8%,1%,i,12%,8%,
O=C(CC1CCCCC1)Nc1ccccc1-c1ccccc1,0%,6%,i,15%,-1%,
CC(NC(=O)c1cc(S(=O)(=O)N(C)C)ccc1Cl)c1ccc(-n2ccnc2)cc1 (stereo not given),-8%,-5%,2.0%,-12%,-2%,
CCOC(=O)[C@H]1[C@H]2COc3ccc(OC)cc3[C@@H]2N2C(=O)CN(Cc3ccc(F)cc3)C(=O)[C@@]12C,nt,0%,8.4%,22%,7%,
O=C(CCS(=O)(=O)c1ccccc1)Nc1ncc([N+](=O)[O-])s1,7%,8%,?,?,7%,
c1ccc(Cn2c(SCc3nc4ccccc4s3)nnc2-c2ccco2)cc1,0%,-2%,8.9%,24%,4%,
Cn1c(=O)c2cc3ccccc3nc2n(C)c1=O,-7%,2%,0.8%,4%,-8%,
CC1CCN(C(=O)COC(=O)Cc2ccc(Br)cc2)CC1,-21%,2%,1.0%,77%,0%,
CCC1NC(=S)N(C2CCCCC2)C1=O (stereo not given),-1%,-8%,i,4%,-3%,
O=C(CN1C(=O)CCS(=O)(=O)c2ccccc21)Nc1ccc(Cl)cc1,6%,0%,i,-8%,-4%,
CCSc1nnc([C@H](C)NC(=O)OC(C)(C)C)o1,14%,-2%,0.2%,-11%,-2%,
COc1ccccc1NC(=O)C1=C(C)Nc2nc(-c3ccccc3)nn2C1c1ccccn1 (stereo not given),2%,0%,7.3%,-6%,-3%,VEEV TC-83 Vero 10K pilot screen=7.8
O=C(c1ccc2snnc2c1)N1CCCC1,-7%,-7%,0.3%,7%,-19%,
CC(C)Cn1c(CNC(=O)c2ccccc2)nc2ccccc21,-9%,0%,7.2%,32%,1%,
CCOC(=O)c1nnn(-c2nonc2N)c1COc1cc(C)c(Cl)c(C)c1,8%,5%,1.4%,5%,4%,
Cc1nc(-c2cccnc2)sc1C(=O)Nc1ccc(C(F)(F)F)cc1,-3%,?,0.6%,66%,1%,

# Reprinted at random: 5 entries already listed.
SMILES,PhoP GFP inhibition,H37Rv inhibition,VEEV TC-83 Vero,tuberculosis growth,H1N1 NS1A inhibition,others
CC(NC(=O)c1cc(S(=O)(=O)N(C)C)ccc1Cl)c1ccc(-n2ccnc2)cc1 (stereo not given),-8%,-5%,2.0%,-12%,-2%,
Cn1c(=O)c2cc3ccccc3nc2n(C)c1=O,-7%,2%,0.8%,4%,-8%,
CCOC(=O)c1nnn(-c2nonc2N)c1COc1cc(C)c(Cl)c(C)c1,8%,5%,1.4%,5%,4%,
CC(C)Cn1c(CNC(=O)c2ccccc2)nc2ccccc21,-9%,0%,7.2%,32%,1%,
CC1CCCCC1N(C)C1CCN(C(=O)CNC(=O)/C=C/c2cccc(Cl)c2)CC1 (stereo not given),-8%,1%,i,12%,8%,

# Continuation:
SMILES,PhoP GFP inhibition,H37Rv inhibition,VEEV TC-83 Vero,tuberculosis growth,H1N1 NS1A inhibition,others
Cc1nc([N+](=O)[O-])cn1CC(=O)c1ccc(Br)cc1,-7%,4%,0.1%,-2%,0%,
COC(=O)CCCC1=CC2=CC(=O)C(C)(OC(=O)c3cccs3)C(=O)C2=CN1c1cccc(C#N)c1 (stereo not given),4%,10%,0.7%,7%,-2%,
CC(=O)NC1(C(F)(F)F)N=C2SCCN2C1=O (stereo not given),4%,-15%,i,4%,0%,
CC1CCCCC1NC(=O)c1cncc(Br)c1 (stereo not given),1%,-8%,5.2%,71%,5%,
CCc1ccccc1NC(=O)CSc1nc2n[nH]c(C)c2c(=N)n1-c1ccc(OC)cc1,nt,nt,9.1%,nt,13%,
CCCCc1nc(SCC(=O)N2CCOCC2)c2c(=O)n(C)c(=O)n(C)c2n1,-11%,-2%,6.8%,-4%,15%,
CCOC(=O)CSc1nc2c(cnn2-c2ccc(Cl)cc2)c(=O)[nH]1,6%,4%,0.6%,-11%,0%,
O=C(NCC1CCCO1)c1cc2c(s1)CS(=O)(=O)C2 (stereo not given),-2%,-17%,3.4%,-4%,-2%,
CN(C)C(=S)SCC(=O)NC(=O)NC(C)(C)C,9%,2%,1.1%,-7%,10%,
Cn1c(Cn2nnc3ccccc32)nnc1SCC(=O)N1c2ccccc2Sc2ccccc21,13%,-9%,0.8%,32%,-2%,
COc1ccc(C)cc1NC(=O)CN1C(=O)C2CC=CCC2C1=O (stereo not given),nt,5%,1.5%,-5%,-8%,
C#CC(CC)(CC)NC(=O)c1cc(S(=O)(=O)N2CCCCC2)ccc1N1CCOCC1,nt,nt,3.9%,nt,-6%,
CCCNC(=O)COC(=O)c1ccc(S(=O)(=O)N2CCCC2)cc1,5%,0%,1.1%,-4%,-5%,
COc1ccc(Cl)cc1NC(=S)N1CCN(C(=O)c2ccco2)CC1,-5%,1%,0.7%,7%,9%,
O=C(O)c1cc(C(=O)C2CC2)c[nH]1,-6%,0%,0.7%,8%,-7%,VEEV TC-83 Vero 10K pilot screen=0.8
Cc1cccc(N(CC(=O)NCCc2ccccc2)C(=O)CCC(=O)Nc2ccccn2)c1C,4%,5%,8.3%,-17%,5%,
COC(=O)C1CCN(Cc2cn(Cc3ccccc3)nc2-c2cc3ccccc3o2)CC1,-18%,10%,0.3%,33%,4%,
CC(C)CCSc1nc2[nH]ncc2c(=O)[nH]1,-14%,1%,2.6%,4%,-5%,VEEV TC-83 Vero 10K pilot screen=2.5

# Four structures out of the list, ordered by count of non-hydrogen atoms, descending:
SMILES,PhoP GFP inhibition,H37Rv inhibition,VEEV TC-83 Vero,tuberculosis growth,H1N1 NS1A inhibition,others
Cc1cccc(N(CC(=O)NCCc2ccccc2)C(=O)CCC(=O)Nc2ccccn2)c1C,4%,5%,8.3%,-17%,5%,
CCc1ccccc1NC(=O)CSc1nc2n[nH]c(C)c2c(=N)n1-c1ccc(OC)cc1,nt,nt,9.1%,nt,13%,
CCCCc1nc(SCC(=O)N2CCOCC2)c2c(=O)n(C)c(=O)n(C)c2n1,-11%,-2%,6.8%,-4%,15%,
CN(C)C(=S)SCC(=O)NC(=O)NC(C)(C)C,9%,2%,1.1%,-7%,10%,
